# Screening data from PubChem.
# GSTO1 counter: GSTO1 inhibition, counter-screen for RBBP9 inhibitors | P78417 | recombinant GSTO1, activity-based probe fluorescence polarization | inhibition, % at 5.96 µM | 300,000 tested, 1.1% active;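 active = inhibition above the campaign mean inhibition plus 3 SD, cut at about 35% in these data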;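 also: 0% = GSTO1-1 with DMSO and 100% = wells lacking GSTO1-1 enzyme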
# LYPLA1 inh: blocks human lysophospholipase 1, a PME1 counter-screen; O75608; inhibition, % at 5.9 µM; 320,000 tested, 0.16% active; recombinant LYPLA1, FP-Rh probe fluorescence polarization; AID 2174;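 active = inhibition above the mean of all tested compounds plus 3 SD, set per campaign, cut at about 14% in these data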;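 also: inhibitors block serine hydrolase probe labeling of LYPLA1 so polarization falls; 0% = enzyme with DMSO and 100% = wells lacking LYPLA1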
# LYPLA2 counter: counter-screen for PME1 inhibitors: inhibitors of human LYPLA2. O95372. recombinant LYPLA2, FP-Rh probe fluorescence polarization. inhibition, % at 5.9 µM. 320,000 tested, 0.38% active;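 active = inhibition above the screen-wide mean plus 3 SD, limit set per campaign, cut at about 26% in these data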;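 also: 0% = LYPLA2 with DMSO and 100% = wells lacking LYPLA2 enzyme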
# PAFAH1B3 inh: PAFAH1B3 (human) inhibition; Q15102; recombinant PAFAH1B3, FP-rhodamine probe, fluorescence polarization; inhibition, % at 3.39 µM; 340,000 tested, 0.28% active;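 active = inhibition above the screen-wide average of all tested compounds plus 3 SD, cut at about 25% in these data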;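 also: 0% = enzyme with DMSO only and 100% = wells lacking PAFAH1B3 protein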
# Target sequence (Q15102 whole entry, looked up): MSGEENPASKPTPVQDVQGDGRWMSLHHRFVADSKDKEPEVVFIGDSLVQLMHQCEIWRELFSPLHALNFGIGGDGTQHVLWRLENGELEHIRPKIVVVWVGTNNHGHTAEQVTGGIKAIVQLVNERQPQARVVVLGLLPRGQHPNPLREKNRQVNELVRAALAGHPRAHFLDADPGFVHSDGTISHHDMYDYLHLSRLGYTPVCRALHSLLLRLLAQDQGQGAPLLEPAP
# PREPL inhibitor: human PREPL enzyme inhibition; 320,000 tested, 0.68% active; inhibition, % at 5.96 µM; recombinant PREPL, fluorescence polarization activity-based probe; Q4J6C6; AID 2751; in the data active = inhibition above about 43%;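 also: 0% = enzyme with DMSO and 100% = wells lacking enzyme; many of its hits are not listed in these tables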
# pPAFAH inh: pPAFAH (human) enzyme inhibition. inhibition, % at 3.39 µM. AID 463082. 330,000 tested, 1.5% active. recombinant pPAFAH, FP-rhodamine probe fluorescence polarization. Q13093;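 active = inhibition above the mean inhibition across the screen plus 3 SD, cut at about 25% in these data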;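 also: inhibitors block binding of the rhodamine activity-based probe so polarization drops; 0% = enzyme with DMSO and 100% = wells lacking pPAFAH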
# Target sequence (Q13093 whole entry, looked up): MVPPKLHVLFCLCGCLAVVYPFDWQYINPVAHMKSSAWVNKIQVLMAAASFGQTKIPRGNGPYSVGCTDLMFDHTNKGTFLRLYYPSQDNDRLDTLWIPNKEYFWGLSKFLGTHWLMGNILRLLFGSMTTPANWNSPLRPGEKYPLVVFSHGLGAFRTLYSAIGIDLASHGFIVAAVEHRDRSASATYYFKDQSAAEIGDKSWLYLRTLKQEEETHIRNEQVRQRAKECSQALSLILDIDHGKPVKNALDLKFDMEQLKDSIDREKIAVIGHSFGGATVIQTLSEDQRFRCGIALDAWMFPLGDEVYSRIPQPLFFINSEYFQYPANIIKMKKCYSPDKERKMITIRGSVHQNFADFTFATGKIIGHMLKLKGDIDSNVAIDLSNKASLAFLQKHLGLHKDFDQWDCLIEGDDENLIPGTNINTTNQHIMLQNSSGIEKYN
# PAFAH1B2 FP inh: inhibitors of human PAFAH1B2; P68402; recombinant PAFAH1B2, FP-rhodamine activity probe, fluorescence polarization; inhibition, % at 3.39 µM; 340,000 tested, 1.2% active; AID 492953;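 active = inhibition above the mean of all tested compounds plus 3 SD, cut at about 24% in these data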;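 also: 0% = enzyme with DMSO and 100% = wells lacking PAFAH1B2; many of its hits are not listed in these tables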
# PAD4 inh: PAD4 (human) enzyme inhibition. recombinant PAD4, RCA probe fluorescence polarization. AID 485272. 330,000 tested, 0.41% active. inhibition, % at 6.36 µM. Q9UM07;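 active = percent inhibition above a cutoff equal to the mean of all tested compounds plus 3 SD, cut at about 15% in these data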;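 also: 0% = PAD4 with RCA probe and DMSO and 100% = probe without PAD4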
# PME-1 inh: blocks human protein phosphatase methylesterase 1; Q9Y570; recombinant PME-1, FP-Rh probe fluorescence polarization; inhibition, % at 5.9 µM; 320,000 tested, 0.53% active;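 active = inhibition above the campaign mean of all compounds plus 3 SD, cut at about 26% in these data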;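 also: competitive labeling of PME-1 active site by serine hydrolase directed probe; 0% = PME-1 with DMSO and 100% = wells lacking PME-1 enzyme; inhibitors block probe labeling so polarization falls and inhibition rises; many of its hits are not listed in these tables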
# Target sequence (Q9Y570 whole entry, looked up): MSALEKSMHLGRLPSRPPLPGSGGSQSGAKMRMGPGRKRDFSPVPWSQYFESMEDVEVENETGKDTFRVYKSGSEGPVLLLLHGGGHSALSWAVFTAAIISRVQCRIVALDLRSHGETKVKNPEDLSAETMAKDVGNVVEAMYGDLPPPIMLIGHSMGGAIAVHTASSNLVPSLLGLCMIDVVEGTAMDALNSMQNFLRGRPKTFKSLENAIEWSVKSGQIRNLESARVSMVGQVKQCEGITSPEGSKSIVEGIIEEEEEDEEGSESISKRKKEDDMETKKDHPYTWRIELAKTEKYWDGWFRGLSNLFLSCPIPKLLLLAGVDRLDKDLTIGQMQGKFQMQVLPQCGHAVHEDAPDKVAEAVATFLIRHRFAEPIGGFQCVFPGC
# Numbers without * were called inactive; x = no result given.
SMILES,GSTO1 counter,LYPLA1 inh,LYPLA2 counter,PAFAH1B3 inh,PREPL inhibitor,pPAFAH inh,PAFAH1B2 FP inh,PAD4 inh,PME-1 inh
Fc1ccc(C2CC(c3ccccc3)n3ncnc3N2)cc1 (configuration not stated),-3.3,-0.5,5.5,3.4,-42.7,-0.9,3.7,-1.1,-6.7
CCN1CCN(C2CCCCC2NS(=O)(=O)c2ccccc2)CC1 (configuration not stated),-1.8,3.2,-1.6,-0.2,14.4,2.3,1.1,6.2,-1.4
CCOC(=O)c1cnc(SC)nc1Sc1cc(Cl)ccc1Cl,18.3,-0.1,-4.2,2.1,-2.8,6.4,-3.2,-2.3,0.7
CC(C)CCNC(=O)C(c1cccs1)N(CC1CCCO1)C(=O)Cn1nnc2ccccc21 (configuration not stated),4.2,-2.1,-0.5,3.5,-5.0,6.2,3.0,-3.5,-4.6
N#Cc1ccc(CN2CCN(C(=O)c3cc(Cl)c4c(c3)OCCO4)CC2)cc1,x,3.3,6.0,8.3,13.9,7.9,7.0,-3.5,-2.9
CCC1CCCCN1CCCNC(=O)c1ccc(N2CCCC2=O)cc1 (configuration not stated),-1.2,-3.6,0.8,6.7,-1.5,4.1,2.1,-0.5,-4.3
CC(=O)NC(=S)Nc1ccc(S(=O)(=O)Nc2nc(C)cc(C)n2)cc1,0.7,-0.6,16.5,4.4,-2.9,-2.1,5.1,3.8,-2.2
CCOc1cccc(C2/C(=C(/O)c3ccc4c(c3)CC(C)O4)C(=O)C(=O)N2Cc2ccncc2)c1 (configuration not stated),-2.3,0.5,5.6,1.4,1.0,3.1,1.3,0.9,-8.1
COc1ccc(C(CC(=O)O)NC(=O)COc2ccccc2OC)cc1OC (configuration not stated),9.8,-3.7,-3.2,0.9,5.2,0.0,3.4,-1.0,-3.7
Cc1cc2cc(CNC(=O)c3ccc(Br)o3)ccc2n1C,-2.1,5.9,7.7,-0.5,65.2*,11.7,1.6,8.6,-0.5
CCN1CCCC1CNS(=O)(=O)c1cc(Br)cc2c1N(C(=O)C1CC1)CC2 (configuration not stated),-4.2,-2.8,4.1,-2.7,7.1,8.2,5.6,12.1,-1.3
COC(=O)C(CCSC)NS(=O)(=O)c1ccc(Cl)cc1 (configuration not stated),0.8,-2.0,0.7,7.2,6.6,5.7,13.5,1.6,-2.0
O=C(NCC(=O)N1CCCC1)c1ccc(Br)cc1,1.0,-1.7,-3.8,1.3,15.8,0.0,1.3,-1.4,-3.2
O=C(NCc1ccc(Cl)cc1)C1CCC(CNc2c(N3CCCCC3)c(=O)c2=O)CC1 (configuration not stated),1.5,13.4,10.5,3.2,15.3,-4.4,4.7,0.9,-8.0
CNC(=S)N1CCC(NC(=O)C(Cc2ccccc2)NC(C)=O)CC1 (configuration not stated),-0.9,1.7,-3.5,1.9,0.8,3.5,2.8,-3.7,-0.9
O=C(Nc1ccc(Cl)c(S(=O)(=O)N2CCCC2)c1)c1cc(=O)[nH]c2ccccc12,x,x,x,3.8,10.5,3.6,3.2,-1.3,x
O=C(O)c1ccccc1/C=N/NC(=S)NCc1ccccc1,2.7,1.0,6.4,3.4,-11.2,0.6,12.1,0.0,-6.1
O=C(Nc1cccc(Cl)c1)c1ccccc1,-1.0,-1.1,-5.0,5.5,9.7,1.8,-8.5,0.6,-1.6
O=C(CNS(=O)(=O)c1ccc(F)cc1)N1CCN(c2ccc(F)cc2)CC1,3.9,2.3,3.5,11.8,-3.7,2.3,3.4,-1.2,-0.7
O=C(Nc1cc(-c2ccccc2)[nH]n1)c1ccc(Cl)cc1,0.0,-8.4,-7.6,-1.4,-7.0,-0.1,5.8,3.9,-13.2
CCOc1ccc(Br)cc1/C=N/O,0.4,-1.8,-1.9,2.9,1.1,1.9,-1.6,-1.2,-6.0
Cc1ccc(-n2cnc(N)c2C(=O)c2cccc([N+](=O)[O-])c2)cc1,10.4,-2.5,2.8,5.7,0.1,4.9,1.1,0.9,-0.8
COc1ccccc1NC(=O)Nc1cnccn1,4.1,-1.8,-2.5,6.5,-1.2,2.8,1.4,2.5,-3.1
Cc1c(NC(=O)c2ccccc2N(C)S(=O)(=O)c2ccccc2)c(=O)n(-c2ccccc2)n1C,1.8,2.0,10.2,10.9,9.5,2.5,11.0,5.2,1.9
COc1cccc(OC)c1C(=O)OCC(=O)/C(C#N)=C(\C)N,14.1,0.2,1.3,6.4,-0.1,-6.6,7.7,-2.6,-4.9
CCc1ccc(NC(=O)C2CCN(S(=O)(=O)c3ccc4c(c3)NC(=O)CO4)CC2)cc1,9.7,1.4,-0.7,1.6,0.0,-4.7,3.2,-0.8,-3.6
CCN(Cc1ccccc1)S(=O)(=O)c1ccccc1Br,x,x,x,7.8,x,3.2,-0.6,5.9,x
CCN1C(=O)[C@H]2[C@@H](c3ccc(-c4ccc(F)cc4)cc3)N[C@@](CC(C)C)(C(=O)OC)[C@H]2C1=O,-2.7,-1.6,-4.0,7.3,2.4,2.9,-0.8,-4.4,-6.2
CCCCNC(=O)C1c2ccccc2C(=O)N(c2ccc(OC)cc2)C1c1ccc(OC)cc1 (configuration not stated),0.3,0.7,2.7,1.0,-1.2,0.4,9.8,-2.1,-1.1
Cc1ccc(-c2nn3c(C)nnc3c3ccccc23)cc1S(=O)(=O)NC(C)c1ccccc1 (configuration not stated),-8.7,-1.7,6.5,3.8,-29.7,3.6,25.9*,-0.4,19.7
O=C(O)c1cccc(S(=O)(=O)Nc2cccc(S(=O)(=O)N3CCCCCC3)c2)c1,7.5,-1.0,2.1,9.2,3.7,4.7,9.4,2.1,-2.9
CC(NC(=O)c1ccccc1F)c1nnc(SCc2nc3ccccc3c(=O)[nH]2)n1C (configuration not stated),-2.5,4.5,6.2,6.3,7.3,4.5,1.4,-6.5,-3.9
CCOC(=O)c1oc2ccc(S(=O)(=O)N3CCOCC3)cc2c1C,-4.4,-0.7,4.2,4.5,5.0,5.1,4.2,3.2,0.3
O=C(CNC(=O)c1ccco1)NCC(=O)OCc1ccccc1Br,3.3,-4.2,0.0,6.0,-6.5,-3.4,-1.0,-0.1,-2.7
COc1ccc2c(-c3ccccc3)cc(=S)[nH]c2c1,-6.9,2.8,0.2,1.5,-1.2,6.3,2.3,-4.3,3.6
O=C(O)CN1C(=O)/C(=C\c2cn(-c3ccccc3)nc2-c2ccccc2)SC1=S,-9.3,-6.4,10.2,5.3,15.9,1.2,4.5,12.7,-1.7
COC(=O)c1ccc(Nc2c([N+](=O)[O-])ccc3nonc23)cc1,-5.8,-4.8,-4.5,-4.6,-4.6,1.3,0.0,-5.7,2.5
O=C(Nc1ncnc2c1C(c1ccccc1)c1c(ccc3ccccc13)O2)c1ccccc1 (configuration not stated),x,x,x,-12.3,33.1,-10.8,-7.6,-5.2,x
COc1ccc(CCNC(=O)CC2COc3ccccc3O2)cc1OC (configuration not stated),7.8,0.6,-8.0,7.6,3.2,4.0,1.8,-2.6,5.7
COc1ccc(CNC(=S)Nc2cc(C)cc(C)c2)cc1,-1.7,0.8,1.1,3.4,-16.8,2.6,0.4,3.7,2.2

# Part of the list above in order of molar mass, low to high:
SMILES,GSTO1 counter,LYPLA1 inh,LYPLA2 counter,PAFAH1B3 inh,PREPL inhibitor,pPAFAH inh,PAFAH1B2 FP inh,PAD4 inh,PME-1 inh
COc1ccc(CCNC(=O)CC2COc3ccccc3O2)cc1OC (configuration not stated),7.8,0.6,-8.0,7.6,3.2,4.0,1.8,-2.6,5.7
O=C(CNS(=O)(=O)c1ccc(F)cc1)N1CCN(c2ccc(F)cc2)CC1,3.9,2.3,3.5,11.8,-3.7,2.3,3.4,-1.2,-0.7
O=C(Nc1ncnc2c1C(c1ccccc1)c1c(ccc3ccccc13)O2)c1ccccc1 (configuration not stated),x,x,x,-12.3,33.1,-10.8,-7.6,-5.2,x
O=C(NCc1ccc(Cl)cc1)C1CCC(CNc2c(N3CCCCC3)c(=O)c2=O)CC1 (configuration not stated),1.5,13.4,10.5,3.2,15.3,-4.4,4.7,0.9,-8.0

# Other structures.
SMILES,GSTO1 counter,LYPLA1 inh,LYPLA2 counter,PAFAH1B3 inh,PREPL inhibitor,pPAFAH inh,PAFAH1B2 FP inh,PAD4 inh,PME-1 inh
COc1ccc(CNC(=O)C2CCC(CNS(=O)(=O)c3ccccc3)CC2)cc1 (configuration not stated),1.0,-2.1,5.2,7.5,2.2,6.4,3.7,-1.4,2.3
CCN(CC(=O)Nc1c(F)cccc1F)C(=O)CSc1ccc(F)cc1,-1.0,-1.3,1.8,10.5,-4.1,2.4,7.1,0.3,0.8
Cc1ccc(N2CC(C(=O)NCc3ccccn3)CC2=O)cc1 (configuration not stated),2.7,-2.1,0.9,2.5,-2.5,1.6,3.9,3.4,1.0
O=c1[nH]c(=O)n(C2CCCCCC2)c(O)c1C=NCc1ccc(F)cc1,2.2,3.5,11.5,5.0,38.7,7.4,7.6,-0.9,7.0
O=C(NCc1csc(-c2cccs2)n1)Nc1ccc(F)cc1F,-2.8,-1.0,3.7,7.3,-28.9,0.5,1.4,-0.5,2.3
COc1ccc(-c2cc3cc(OC)c(OC)cc3cn2)cc1OC,-9.6,5.2,-1.5,10.5,3.2,0.9,-0.9,-4.0,-5.2
CN(Cc1ccccc1)C(=O)COC(=O)c1ccc[nH]c1=O,x,x,x,1.4,14.1,3.9,0.6,-4.3,x
Cc1ccc(S(=O)(=O)N(C(=O)c2ccco2)c2cc3sc(=O)oc3c3ccccc23)cc1,66.1*,0.4,0.2,16.0,0.1,8.9,6.7,21.1*,3.7
Cc1ccc(/C=C/C(=O)NCCc2ccccc2)o1,1.0,-6.4,-3.1,1.3,14.4,5.9,-4.3,-0.4,-7.4
COc1cccc(NC(=O)CN(C)C(=O)c2ccc(COc3ccccc3)o2)c1,x,-1.2,0.3,10.6,-4.8,-3.6,5.3,-2.1,-14.2
c1ccc(Cn2nnnc2C(c2cccs2)N2CCc3ccccc3C2)cc1 (configuration not stated),-4.1,0.8,0.0,8.6,-2.2,3.5,5.9,-2.5,-1.2
CCS(=O)(=O)N1Cc2ccccc2CC1C(=O)Nc1ccc(F)c(F)c1 (configuration not stated),10.3,4.7,-8.5,2.9,10.5,-1.4,1.1,-1.8,-1.2
O=C(c1ccccc1)N1CCN(c2ncccn2)CC1,-1.1,2.8,3.5,6.1,1.5,4.0,0.6,-1.4,-4.0
OC(COc1ccccc1)CN1CCN(Cc2ccc3c(c2)OCO3)CC1 (configuration not stated),5.6,0.6,7.0,-5.2,-3.9,0.6,1.2,3.5,-4.8
Cc1cc(/C=C2\NC(=O)NC2=O)c(C)n1-c1cccnc1,10.5,-4.3,-4.6,x,-2.1,3.0,x,-2.3,4.6
COc1ccccc1NC(=O)CN1C(=O)COc2ccc(S(=O)(=O)N3CCC(C)CC3)cc21,3.8,-3.5,9.6,5.0,-2.1,3.9,5.8,1.7,-2.2
COc1ccc(NC(=O)CCCOc2ccc(Cl)c(C)c2)cc1S(=O)(=O)N1CCOCC1,x,x,x,10.6,33.1,8.4,-1.7,3.0,x
CN(C)/C=C/C(=O)c1ccc2noc(-c3ccccc3)c2c1,-27.7,-2.8,-11.7,9.0,0.8,8.8,2.6,-5.6,0.1
Cn1cnnc1SCC(=O)NN1C(=O)NC(C)(c2ccccc2)C1=O (configuration not stated),-3.9,1.7,-1.0,-0.1,9.9,-1.9,-1.9,-3.4,0.5
CCCn1nnc(NC(=O)c2ccccc2Br)n1,-5.2,2.4,8.2,-0.1,-8.9,0.1,1.6,-3.0,1.5

# An excerpt. The share of hits here may be higher or lower than overall.
